# Compound activity as filed in PubChem BioAssay.
# M1 ag parental: M1 agonist counterscreen hit in parental CHO-K1 cells. Fluo-8 calcium fluorescence; scaled to maximal ATP response, vehicle zero. AID 602248. activation, % at 3 µM. hit rate 0.48% among 360,000; in the data active means activation above about 15%;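 further: untransfected CHO-K1 host cells lacking M1 receptor as counterscreen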
# TAAR1 antag: human TAAR1 antagonism; Q96RJ0; hit rate 1.5% among 360,000; CHO RD-HGA16 TAAR1, Fluo-8 calcium fluorescence, antagonist; inhibition, % at 3 µM; AID 624466;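 active means inhibition above a per-plate cutoff, the mean inhibition of test compounds on that plate plus 3 SD, cut at about 49% in these data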;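 further: 0% = DMSO plus EC80 beta-PEA response and 100% = DMSO alone without agonist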
# Target sequence (Q96RJ0 whole entry, looked up): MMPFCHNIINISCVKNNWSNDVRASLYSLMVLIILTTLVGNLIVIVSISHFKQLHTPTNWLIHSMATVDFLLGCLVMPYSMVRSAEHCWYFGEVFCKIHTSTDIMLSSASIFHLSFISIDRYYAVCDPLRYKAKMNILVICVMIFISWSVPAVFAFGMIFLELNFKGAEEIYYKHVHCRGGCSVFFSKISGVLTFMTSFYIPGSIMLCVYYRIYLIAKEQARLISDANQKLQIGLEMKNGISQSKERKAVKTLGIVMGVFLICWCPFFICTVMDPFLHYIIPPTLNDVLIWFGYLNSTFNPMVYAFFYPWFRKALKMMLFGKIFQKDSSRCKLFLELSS
#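 Test system: RD-HGA16 CHO cells with stable hTAAR1 and Gα16 / Probe or stimulus: EC80 β-phenethylamine stimulus / Times: seeding 17-24 h prior, 75-min 37 °C, 30-min RT dye loading / Detection: Fluo-8 calcium-sensitive fluorescence / Read-out basis: % inhibition scaled between DMSO and EC80 PEA controls / Repeats: singlicate, one well per test compound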
# CHRM1 agonist: activates human CHRM1 receptor; CHO-K1 hM1, Fluo-8 calcium fluorescence, agonist mode; 0% DMSO, 100% acetylcholine EC100; AID 588814; P11229; activation, % at 3 µM; hit rate 0.33% among 360,000;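 active means activation above the run's mean compound activation plus 3 SD, cut at about 16% in these data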;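 further: peak over basal fluorescence ratio within a 140 s kinetic read after compound addition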
# Target sequence (P11229 whole entry, looked up): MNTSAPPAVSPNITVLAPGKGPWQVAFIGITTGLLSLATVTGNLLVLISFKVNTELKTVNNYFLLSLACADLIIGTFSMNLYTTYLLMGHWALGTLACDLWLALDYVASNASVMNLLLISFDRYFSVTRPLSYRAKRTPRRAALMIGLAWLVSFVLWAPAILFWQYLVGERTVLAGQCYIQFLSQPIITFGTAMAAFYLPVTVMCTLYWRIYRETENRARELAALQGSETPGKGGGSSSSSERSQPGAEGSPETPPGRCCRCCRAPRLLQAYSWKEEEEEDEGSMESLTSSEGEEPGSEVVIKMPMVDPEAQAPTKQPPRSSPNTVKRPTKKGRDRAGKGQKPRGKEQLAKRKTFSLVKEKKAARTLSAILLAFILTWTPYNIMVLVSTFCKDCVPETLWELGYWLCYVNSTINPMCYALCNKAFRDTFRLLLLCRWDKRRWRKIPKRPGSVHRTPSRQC
# CHO-K1 Ca PAM: counter-screen for M1 PAMs: effect in parental CHO-K1 cells | ATP EC20, Fluo-8 calcium fluorescence; 0% at ATP EC20, 100% at ATP max | activation, % at 3 µM | hit rate 0.02% among 360,000 | AID 602247;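 active means activation above the run cutoff, the mean activation of all test compounds plus 3 SD, cut at about 40% in these data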;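 further: peak over basal fluorescence ratio in a 140 s read after ATP addition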
# CHO-K1 Ca antag: M1 antagonist counterscreen hit in parental CHO-K1 cells; hit rate 0.6% among 360,000; inhibition, % at 3 µM; ATP-induced calcium, Fluo-8 fluorescence;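 active means inhibition above a per-plate cutoff, the plate's mean sample inhibition plus 3 SD, cut at about 24% in these data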;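 further: 0% = DMSO plus EC80 ATP and 100% = DMSO alone without ATP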
# CHO parental Ca: counter-screen: ATP calcium response change in parental CHO cells. AID 463079. hit rate 0.63% among 330,000. inhibition, % at 5.6 µM. parental CHO-K1, ATP-induced calcium, Fluo-8 fluorescence;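 active means inhibition above that plate's mean sample inhibition plus 3 SD, cut at about 26% in these data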;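 further: 0% = ATP-challenged DMSO wells and 100% = DMSO wells without ATP; some compounds past the cut are filed as inactive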
#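 Assay system: untransfected parental CHO cell line. Also added: ATP agonist challenge. Dosing: one dose, 5.6 µM nominal. Measured by: Fluo-8 fluorescence. Read-out: % inhibition. Benchmarks: ATP wells versus no-ATP DMSO wells. Repeats: no replicates.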
# TAAR1 agonist: human TAAR1 agonism | CHO RD-HGA16 TAAR1, Fluo-8 calcium fluorescence; vehicle wells 0%, saturating PEA agonist 100% | Q96RJ0 | hit rate 0.99% among 360,000 | activation, % at 3 µM | AID 624467;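 active means activation above the mean activation of all test compounds in the run plus 3 SD, cut at about 38% in these data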
#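 System: CHO RD-HGA16 cells carrying human TAAR1 plus Gα16; Incubation: 17-24 h seeding, 75 min 37 °C dye, 30 min RT; Measured by: Fluo-8 fluorescence, 5 s baseline then 140 s kinetic read; Control set: DMSO and PEA EC100; Replication: single well for each compound.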
# CHRM1 antagonist: human CHRM1 antagonism. P11229. CHO-K1 hM1, Fluo-8 calcium fluorescence, ACh EC80 antagonist. inhibition, % at 3 µM. hit rate 1.3% among 360,000;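 active means percent inhibition above its own plate's cutoff, namely the mean of that plate's compound wells plus 3 SD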;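 further: peak over basal fluorescence ratio during 140 s after agonist addition; 0% = ACh EC80 plus DMSO and 100% = DMSO alone without agonist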
# CHRM1 PAM: positive allosteric modulators of human M1 muscarinic receptor. P11229. CHO-K1 hM1, Fluo-8 calcium fluorescence, ACh EC20; 0% = ACh EC20, 100% = maximal ACh. activation, % at 3 µM. hit rate 0.088% among 360,000; in the data active means activation above about 19%, passing the limit was not always enough
# * = called active by the depositor; nt = not tested or not shown.
SMILES,M1 ag parental,TAAR1 antag,CHRM1 agonist,CHO-K1 Ca PAM,CHO-K1 Ca antag,CHO parental Ca,TAAR1 agonist,CHRM1 antagonist,CHRM1 PAM
CN(C)S(=O)(=O)c1ccc(C(=O)NCc2nnc(SCC(=O)N3CCCCCC3)o2)cc1,0.3,-14,-6,-9,0,8,2,8,-2
O=C(CCCC(=O)Nc1cccc(Br)c1)N/N=C/c1cc([N+](=O)[O-])ccc1O,0.6,12,4,-1,1,-19,1,1,-3
Cc1cc(NC(=O)CCC(=O)N(Cc2ccco2)C2(C(=O)NC3CCCCC3)CCN(C)CC2)no1,0.0,15,-4,-6,6,-7,3,-4,6
COc1c(C)cc(Br)cc1C(=O)NC(=S)NCc1ccco1,0.3,13,-5,13,-14,-29,5,4,-3
C/C(=N\Nc1ccc(S(N)(=O)=O)cc1[N+](=O)[O-])c1ccc2c(c1)OCO2,0.5,-15,-2,18,-6,nt,0,-13,10
O=C(NC1CCCC1)C(c1ccccc1F)N(C(=O)Cc1cccs1)c1ccc2c(c1)OCCO2 (stereo not given),24*,46,-4,12,3,-13,19,11,-9
O=S(=O)(c1ccccc1)N1CCN(CCOc2ccc(F)cc2)CC1,2.6,-12,-1,7,-9,nt,1,-10,-1
CCOC(=O)C1=C(C)N=C2SC(C)C(=O)N2C1c1cccc(F)c1 (stereo not given),0.4,8,-4,12,-4,-18,10,4,-3
N#C/C(=C\c1ccc(O)c(Br)c1)C(=O)NCc1ccccc1,1.6,21,-1,2,0,-12,6,1,3
COC(CNC(=O)c1ccc2c(c1)ncn2-c1cccc(F)c1)OC,0.4,-8,-9,10,-5,-6,6,-2,8
O=C(Nc1nc2ccccc2[nH]1)c1ccccc1[N+](=O)[O-],1.4,12,-3,23,-13,-7,0,-2,6
CCc1nnc(NC(=O)CSc2nnc3c4ccccc4n(C)c3n2)s1,0.1,-7,-3,9,-18,3,3,-9,13
Cc1cc(C)c(S(=O)(=O)Nc2ccc(OCC(=O)O)cc2)c(C)c1,0.4,-4,-1,11,-20,0,0,-4,1
Cc1ccccc1C(=O)OCC(=O)Nc1cccc(S(=O)(=O)NC2=NCCC2)c1,1.0,20,-2,16,-25,-24,8,-13,6
Cc1ccc(-n2ncc3c(=O)n(-c4ccc(C)c(C)c4)c(-c4ccco4)nc32)cc1,0.9,-12,-3,21,-3,-13,1,0,6
CCN(CC)S(=O)(=O)c1ccc(-c2nnc(SCc3nnc(-c4ccc(C)cc4)o3)o2)cc1,0.1,-20,-5,24,-5,-11,1,-7,7
O=C(O)c1cc(/C=C/c2ccc(N3CCOCC3)c([N+](=O)[O-])c2)nc2ccccc12,-0.3,-6,-4,11,-18,0,6,-10,-1
COCCCNC(=O)Cn1cc(C(=O)c2cccs2)c2ccccc21,0.4,1,-4,4,-1,-17,3,-6,7
CSc1nsc(SC)c1NC(=O)Nc1ccccn1,2.2,7,-7,49*,-30,-21,20,1,-1
C=CCN(C1CCCCC1)S(=O)(=O)c1ccc2c(c1)oc(=O)n2C,-0.4,12,-9,5,3,-12,2,-5,1
O=C(NCC(=O)N1CCN(S(=O)(=O)c2cccs2)CC1)c1ccc(Cl)cc1,12,-1,-12,17,8,-9,13,-7,12
CCOc1ccc(NS(=O)(=O)c2ccc(C(=O)NCCN3CCOCC3)cc2)cc1,2.6,-8,0,13,-19,-10,3,-5,7
O=C1CN(C(=O)CSc2nncs2)c2ccccc2N1,0.8,-8,-3,12,-14,-1,2,-3,4
Cc1ccc([N+](=O)[O-])cc1NC(=O)CCc1ccccc1,0.3,12,-13,5,-5,-18,1,1,7
C/C(=C\CCC1(C)C2CC3C(C2)C31C)C(=O)O (stereo not given),0.1,-8,-2,11,-5,-7,1,-7,5
CN(C1CCCCC1)S(=O)(=O)c1ccccc1,-0.1,19,-8,-12,17,-10,-1,13,-7
COc1ccc(N(CC(=O)NCCSc2ccccn2)S(=O)(=O)c2ccccc2)cc1OC,2.2,18,-4,0,-14,-26,4,-11,4
CCc1cccc2c(C(=O)COC(=O)c3c(C)noc3C)c[nH]c12,8.5,13,-3,8,-18,-23,12,0,-3
Cc1ccc(CC(=O)Nc2cccc(S(=O)(=O)N3CCOCC3)c2)cc1,0.5,3,-2,-3,7,-7,1,-3,4
O=C(NC(c1ccc(Cl)cc1)c1cnccn1)C1CCN(CCCc2ccccc2)CC1 (stereo not given),0.8,nt,-8,18,-3,nt,nt,11,-12
OC(Cn1cccn1)c1ccccc1 (stereo not given),-0.1,-4,-2,8,-12,-2,4,4,-3
CC(C)N(Cc1ccccc1)C(=O)COC(=O)c1ccc2ncsc2c1,3.2,35,-2,0,-10,-20,4,-4,3
Cc1ccc(S(=O)(=O)N2CCN(C(=O)COC(=O)c3cc(C)oc3C)CC2)cc1,1.6,-6,-1,20,-18,-8,6,-23,3
COc1ccc(S(=O)(=O)N2CCN(Cc3ccco3)CC2)cc1,1.6,-6,-2,15,-17,-3,1,-9,8
COc1cc(NC(=O)Cc2ccc(OC)c(S(=O)(=O)N3CCOCC3)c2)c(OC)cc1Cl,3.5,-7,-1,12,-1,-22,2,-5,3
Brc1ccc2c(c1)C(c1cccs1)=NNC(c1cccnc1)=N2,-0.1,11,-5,-6,-8,-28,0,6,-5
C[C@H](CO)N1C[C@H](C)[C@@H](CN(C)S(=O)(=O)c2ccc(Oc3ccccc3)cc2)OCc2cnnn2CCCC1=O,0.6,-17,-1,22,-10,nt,5,-14,8
O=C(NC(c1ccccc1)c1ccccc1)C1CCCO1 (stereo not given),21*,-27,-2,5,4,-4,10,-4,7
O=C(N/N=C/c1ccco1)C1(O)c2ccccc2-c2ccccc21,1.1,1,-1,5,-3,-18,0,-7,7
CCc1noc(C)c1C(=O)OCC(=O)NCc1ccccc1OC,-0.8,-2,-1,14,-10,-9,11,-12,12
COCCCNC(=O)c1ccc(-c2c(C)noc2C)c2ccoc12,0.9,-11,-3,17,-13,nt,1,-5,1
COc1ccc(NC(=O)c2cc(C3CCCCN3C(=O)c3cc(C(C)(C)C)nn3C)on2)c(C)c1 (stereo not given),2.9,-19,-2,16,-1,nt,1,4,-5
CC(C)Oc1ccc(CNC(=S)N/N=C/c2cccnc2)cc1,0.1,-3,-1,16,-11,-26,1,-12,10
CCc1cc(Br)ccc1NC(=O)C1CCCO1 (stereo not given),-0.5,-15,-6,10,-14,-11,7,-16,8
CCN(C(=O)COC(=O)c1ccccc1NC(=O)c1ccco1)C1CCS(=O)(=O)C1 (stereo not given),0.6,-3,-5,21,-17,-15,3,8,-1
COc1ccc(-n2c(COc3cccc4ccccc34)nnc2SC(C)C(=O)O)cc1 (stereo not given),-1.0,4,-11,-6,32*,-11,8,4,5
CCOC(=O)c1ccccc1NS(=O)(=O)c1ccc(S(=O)(=O)N2CCCC2)cc1,2.5,18,-9,15,-24,-10,3,-7,0
COC1=C/C(=C/c2c(N)n3nc(-c4ccc(C)cc4)sc3nc2=O)C=CC1=O,2.6,6,-1,17,7,nt,13,13,-5
O=C(N/N=C/c1ccsc1)c1cc2ccccc2o1,1.0,-2,-2,27,8,0,3,-15,12
Cc1cc(C)n(-c2ccc(C(=O)Nc3ccc(C)c(S(=O)(=O)N4CCOCC4)c3)cc2)n1,12,78*,3,-13,18,-7,17,10,-5
O=C(O)C1C2CCC(C2)C1C(=O)NCCC1=CCCCC1 (stereo not given),0.0,85*,-1,-5,5,-6,80*,4,1
c1ccc(N2CCN(c3c4c(nc5ncnn35)CCC4)CC2)cc1,6.4,6,-1,14,-10,-16,15,1,-4
N#CCSc1nc2sc3c(c2c(=O)n1C1CCCCC1)CCCC3,0.2,-15,-5,19,-10,-32,14,-5,5
NC(=O)c1cc(C(=O)Cc2ccccc2)c[nH]1,0.2,-13,-2,-4,-11,3,3,-3,5
COc1cc(/C=N/NC(=O)c2ccc3c(c2)OCCO3)cc(Cl)c1O,0.1,-15,0,-12,0,-2,17,-18,16
COC(=O)c1sc(S(=O)(=O)N2CCCCC2)c(C(=O)OC)c1C,-0.5,0,-6,12,-3,-3,9,21*,-27
CN1CCN(C(=O)c2cccc(-c3cccc4nccn34)c2)CC1,0.5,-19,-3,12,-5,nt,1,-24,13
COc1ccc(N2C(=O)S[C@@H]3CS(=O)(=O)C[C@@H]32)cc1,0.4,-22,-5,21,-11,-9,5,-9,11
COc1cccc(N2CCN(C(=O)c3cc(-c4ccccc4)nc4c3cnn4C(C)C)CC2)c1,-0.1,0,5,8,-24,-27,1,-13,22
CCOC(=O)CSc1nnc(Cn2c(=O)sc3ccccc32)n1-c1ccccc1C,-0.3,-14,-1,13,5,-18,2,-6,6

# Sorted by value in CHRM1 antagonist (low to high): 3 of the compounds above
canonical_smiles	CHRM1 agonist	CHRM1 antagonist	CHRM1 PAM
CCc1noc(C)c1C(=O)OCC(=O)NCc1ccccc1OC	-1	-12	12
c1ccc(N2CCN(c3c4c(nc5ncnn35)CCC4)CC2)cc1	-1	1	-4
O=C(O)C1C2CCC(C2)C1C(=O)NCCC1=CCCCC1 (stereo not given)	-1	4	1

# The list goes on.
SMILES,M1 ag parental,TAAR1 antag,CHRM1 agonist,CHO-K1 Ca PAM,CHO-K1 Ca antag,CHO parental Ca,TAAR1 agonist,CHRM1 antagonist,CHRM1 PAM
CCC1(NC(C)=O)CC2CC1CC2NC(C)=O (stereo not given),0.5,-1,-4,13,-8,0,8,-3,0
Cc1nn(Cc2ccc(Cl)cc2Cl)c(Cl)c1/C=C/C(=O)OCC(=O)NCC(F)(F)F,0.8,11,-2,1,12,-1,8,-12,5
O=C(Nc1ccc(Br)cc1)c1ccccc1Br,0.2,-6,-4,11,-11,0,5,-17,14
CNC(=O)C1Cc2ccccc2CN1S(=O)(=O)c1cccs1 (stereo not given),13,11,-5,17,10,-9,1,-7,11
Cc1ccc(/C=N/NC(=S)NC(C)C)o1,0.4,4,-5,18,-6,-5,3,3,0
N#Cc1ccccc1OCCN1C(=O)c2ccccc2C1=O,1.1,-5,-3,11,-1,-18,10,-25,2
O=C(Nc1cc(Cl)ccc1-n1cncn1)c1ccc([N+](=O)[O-])s1,3.7,nt,-3,17,-16,-12,nt,-17,-5
CCn1cc(C(=O)NCCN(CC(C)C)CC(C)C)c(=O)c2cc(S(=O)(=O)N3CCOCC3)ccc21,0.5,8,-4,9,-14,-29,1,-16,11
O=c1[nH]n(CC2COC3(CCCCC3)O2)c(=O)c2ccccc12 (stereo not given),2.1,-33,2,17,-16,-21,2,-12,2
CC(C)(C)c1ccc(OCC(=O)NCc2ccco2)c(Br)c1,0.0,-24,-3,2,-16,-28,-2,-8,7
